# TIM10 inh = inhibits growth of TIM10 yeast strain. S. cerevisiae TIM10 strain growth, BacTiter-Glo luminescence, 24 h. inhibition, % at 10 µM. 1.4% of 330,000 active;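 active = inhibition of 40% or more at the single tested concentration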;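 also: wild-type TIM10 isogenic control strain grown at permissive 25 °C; 0% = DMSO yeast wells and 100% = minimal medium wells without yeast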
# tim23-1 inh = inhibits growth of tim23-1 mutant yeast | S. cerevisiae tim23-1 growth, BacTiter-Glo luminescence, 24 h | inhibition, % at 20 µM | 1.3% of 330,000 active;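 active = growth inhibition of the mutant yeast at or above 50%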;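 also: temperature-sensitive mutant grown at 25 °C; plate controls were DMSO-treated mutant yeast for no effect and medium wells lacking yeast for full effect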
# APJ antag = antagonists of human APJ apelin receptor; CHO-K1 APJ beta-arrestin complementation, luminescence; P35414; inhibition, % at 20 µM; 0.32% of 330,000 active;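 active = inhibition above about 40% at 20 µM, limit read from the data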;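 also: cells challenged with 10 nM apelin-13 agonist together with compound; plate controls were apelin-13 plus DMSO wells for no effect and DMSO wells lacking apelin-13 for full effect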
# tim10-1 inh = growth inhibitors of tim10-1 mutant yeast; S. cerevisiae tim10-1 ts strain growth, BacTiter-Glo, 24 h; inhibition, % at 20 µM; 2.2% of 330,000 active;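 active = inhibition of at least 40%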;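 also: mutant grown at 25 °C; 0% = DMSO wells with yeast and 100% = wells holding no yeast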
# UPR CHOP act = apoptotic UPR (CHOP) activation | AID 449763 | 0.34% of 330,000 active | CHO-CHOP luciferase reporter, luminescence; percent of tunicamycin response over DMSO baseline | activation, % at 10 µM;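 active = at 10 µM dose, activation of 40% or more, normalized to positive control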;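 also: 100% = tunicamycin at 10 µg/mL and 0% = DMSO alone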
#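 Test system: CHO CHOP reporter cells. Input: 500 CHO-CHOP cells per well. Medium: F12 with 10% FBS. Technique: luciferase luminescence. Measure: percent activation relative to tunicamycin control. Dosing: 10 µM compound, 0.5% DMSO. Timing: 16-18 h cell attachment, then 6 h compound exposure, 37 °C.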
# Mdm2 MdmX PPI = disrupts the human Mdm2-MdmX interaction | SaOS-2 split-luciferase Mdm2/MdmX complementation, luminescence | inhibition, % at 8 µM | 3% of 330,000 active;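 active = inhibition of at least 50% at 8 µM in the primary screen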
# Target sequence (O15151 whole entry, looked up): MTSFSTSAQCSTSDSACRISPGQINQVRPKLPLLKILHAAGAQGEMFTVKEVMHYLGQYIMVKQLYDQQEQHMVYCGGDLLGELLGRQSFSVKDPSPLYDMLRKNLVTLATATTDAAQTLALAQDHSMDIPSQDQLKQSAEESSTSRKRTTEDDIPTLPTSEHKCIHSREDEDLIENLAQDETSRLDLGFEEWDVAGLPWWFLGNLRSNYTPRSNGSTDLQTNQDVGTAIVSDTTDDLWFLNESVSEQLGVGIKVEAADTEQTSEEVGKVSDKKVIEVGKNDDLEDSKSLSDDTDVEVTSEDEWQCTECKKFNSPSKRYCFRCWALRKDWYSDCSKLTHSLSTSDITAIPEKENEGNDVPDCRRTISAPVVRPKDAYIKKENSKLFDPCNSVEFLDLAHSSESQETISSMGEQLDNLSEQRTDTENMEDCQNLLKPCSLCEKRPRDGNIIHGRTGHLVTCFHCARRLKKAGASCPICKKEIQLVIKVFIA
# Target sequence (Q00987 whole entry, looked up): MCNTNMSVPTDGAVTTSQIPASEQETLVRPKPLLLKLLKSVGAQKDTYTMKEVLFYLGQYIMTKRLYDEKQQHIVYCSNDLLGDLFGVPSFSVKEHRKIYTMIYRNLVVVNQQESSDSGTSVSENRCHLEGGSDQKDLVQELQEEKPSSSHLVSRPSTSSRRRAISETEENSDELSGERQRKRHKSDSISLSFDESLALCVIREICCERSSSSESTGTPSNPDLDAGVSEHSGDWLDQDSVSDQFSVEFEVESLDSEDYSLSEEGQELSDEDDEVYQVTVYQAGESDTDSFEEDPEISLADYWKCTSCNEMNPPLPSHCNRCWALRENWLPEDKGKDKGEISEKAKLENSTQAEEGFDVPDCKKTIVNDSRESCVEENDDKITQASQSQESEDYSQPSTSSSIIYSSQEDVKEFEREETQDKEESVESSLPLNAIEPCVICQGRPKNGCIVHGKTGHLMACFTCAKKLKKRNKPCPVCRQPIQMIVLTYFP
# CXCR6 block = inhibitors of human CXCR6 receptor. AID 602244. 0.36% of 360,000 active. inhibition, % at 20 µM. CHO-K1 PathHunter CXCR6 beta-arrestin, luminescence; in the data active = inhibition above about 34%, passing the limit was not always enough;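 also: antagonist mode with CXCL16 agonist at 10 nM final; 0% = 10 nM CXCL16 with DMSO and 100% = unstimulated wells without agonist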
# APJ agonist = agonists of human APJ apelin receptor. P35414. CHO-K1 APJ PathHunter beta-arrestin, luminescence; 0% DMSO wells, 100% apelin. activation, % at 20 µM. 0.11% of 330,000 active;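 active = activation more than six SD over the plate average, tested at 20 µM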;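 also: 0% = DMSO alone and 100% = apelin-13 at 10 nM; some results filed as inactive read as strong as hits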
#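 system = engineered CHO-K1 APJ arrestin reporter cells | input = 1000 cells per well | timing = overnight seeding, 90 min compound at 25 °C, 1 h detection | measured by = enzyme-fragment complementation luminescence | read-out = beta-arrestin recruitment to APJ as agonist activity, luminescent signal | control set = negative DMSO alone, positive Apelin-13 at 10 nM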
# XBP1 UPR activ = activators of adaptive arm of unfolded protein response (XBP1) | CHO-XBP1 luciferase reporter, IRE1-XBP1 UPR activation, luminescence; percent of tunicamycin response, DMSO as zero | activation, % at 20 µM | 0.33% of 330,000 active;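 active = versus positive control, 20 µM dose yields 30% or more activation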;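 also: 100% = tunicamycin at 10 µg/mL and 0% = DMSO only wells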
#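 Material: IRE1-XBP1 luciferase reporter CHO line / Quantity: one thousand reporter cells per well / Buffer or medium: F12 with 10% serum / Compound: 20 µM single concentration, DMSO 1% / Times: 6 h treatment, 37 °C / Detection: Steady-Glo luciferase glow luminescence, 10 min after reagent addition / Benchmarks: tunicamycin high, DMSO low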
# * marks the source's active call; other numbers are inactive results; x = not tested or not shown. Some of the compounds tested. The share of hits here may be higher or lower than overall.
# The first 5 entries, to show the layout:
Structure	TIM10 inh	tim23-1 inh	APJ antag	tim10-1 inh	UPR CHOP act	Mdm2 MdmX PPI	CXCR6 block	APJ agonist	XBP1 UPR activ
COc1ccc(CN2CCNC(=O)C2CC(=O)N(C)Cc2nc(C)cs2)c(OC)c1 (configuration not stated)	1	1	10	-4	-3.1	-2	-3	-1	-5
O=[N+]([O-])c1ccc2c(c1)nc1n2CCCCC1	-27	2	-10	-11	1.2	-6	-5	-2	0
COc1ccc2c(c1)c1ncn(CCc3ccccc3)c(=O)c1n2C	11	10	26	12	0.9	6	-3	-3	3
CSCC[C@H](NC(=O)COc1ccc(Cl)cc1)c1nc2ccccc2[nH]1	10	-11	5	13	0.3	19	-8	-2	-2
CCS(=O)(=O)N1CCC(C(=O)c2ccc(Cl)cc2)CC1	7	10	-21	15	-2.7	-16	3	0	-1

# This part in full (from the top)
Structure	TIM10 inh	tim23-1 inh	APJ antag	tim10-1 inh	UPR CHOP act	Mdm2 MdmX PPI	CXCR6 block	APJ agonist	XBP1 UPR activ
COc1ccc(CN2CCNC(=O)C2CC(=O)N(C)Cc2nc(C)cs2)c(OC)c1 (configuration not stated)	1	1	10	-4	-3.1	-2	-3	-1	-5
O=[N+]([O-])c1ccc2c(c1)nc1n2CCCCC1	-27	2	-10	-11	1.2	-6	-5	-2	0
COc1ccc2c(c1)c1ncn(CCc3ccccc3)c(=O)c1n2C	11	10	26	12	0.9	6	-3	-3	3
CSCC[C@H](NC(=O)COc1ccc(Cl)cc1)c1nc2ccccc2[nH]1	10	-11	5	13	0.3	19	-8	-2	-2
CCS(=O)(=O)N1CCC(C(=O)c2ccc(Cl)cc2)CC1	7	10	-21	15	-2.7	-16	3	0	-1
Cc1c(NC(=O)CSc2ccccn2)c(=O)n(-c2ccccc2)n1C	-2	-5	7	10	-0.3	5	-1	-3	-2
COc1cc(/C=C2\SC(N)=NC2=O)cc(Cl)c1O	-12	-6	12	-34	1.2	9	12	-3	-6
CC(=O)Cc1nsc(NC(=O)c2ccc(-c3cccc(C(F)(F)F)c3)o2)n1	1	5	0	2	2.1	5	4	-2	2

# 3 compounds from above, ordered by number of heavy atoms, largest number first.
Structure	TIM10 inh	tim23-1 inh	APJ antag	tim10-1 inh	UPR CHOP act	Mdm2 MdmX PPI	CXCR6 block	APJ agonist	XBP1 UPR activ
Cc1c(NC(=O)CSc2ccccn2)c(=O)n(-c2ccccc2)n1C	-2	-5	7	10	-0.3	5	-1	-3	-2
CCS(=O)(=O)N1CCC(C(=O)c2ccc(Cl)cc2)CC1	7	10	-21	15	-2.7	-16	3	0	-1
COc1cc(/C=C2\SC(N)=NC2=O)cc(Cl)c1O	-12	-6	12	-34	1.2	9	12	-3	-6

# (continued)
Structure	TIM10 inh	tim23-1 inh	APJ antag	tim10-1 inh	UPR CHOP act	Mdm2 MdmX PPI	CXCR6 block	APJ agonist	XBP1 UPR activ
COc1ccc(NC(=O)C(=O)N/N=C/c2cccnc2)c(OC)c1	6	9	7	5	-0.6	3	2	-2	0
Cc1cccc(NC(=O)Nc2ccc(C)cc2Br)c1	-23	-20	-17	15	4.3	0	-7	0	5
Cc1ccccc1C(=O)NC(CC(C)C)C(=O)OCc1cc(=O)n2cc(Br)ccc2n1 (configuration not stated)	-1	7	-24	-1	4.7	-162	12	-4	5
Nn1c(SCC(=O)Nc2cccc(C(F)(F)F)c2)nncc1=O	7	-6	0	3	0.7	15	-2	-1	2
Cc1cc(NC(=O)COc2ccc(F)c(Cl)c2)no1	1	2	12	-9	3.4	2	0	0	0
CC(=O)c1cn(C)c(=O)c2ccccc12	6	-2	3	13	0.0	0	-10	1	3
CC(C)c1nc(SCC(=O)Nc2ccc3c(c2)OCCO3)c2c(=O)n(C)c(=O)n(C)c2n1	-3	13	-8	5	2.3	2	-9	2	4
COc1ccc(OCC(=O)NNC(=O)c2cccc(S(=O)(=O)N(C)C)c2)cc1	-1	1	-11	5	2.5	10	-5	0	-2

# Next section.
Structure	TIM10 inh	tim23-1 inh	APJ antag	tim10-1 inh	UPR CHOP act	Mdm2 MdmX PPI	CXCR6 block	APJ agonist	XBP1 UPR activ
COc1cc(C(=O)NCc2cc3ccccc3n2C)cc(OC)c1OC	-3	30	20	8	-1.1	5	7	6	-5
O=C(OCc1ccc([N+](=O)[O-])cc1)c1cc([N+](=O)[O-])ccc1N1CCOCC1	11	25	10	19	-0.8	35	-1	-1	-2
O=C(CSc1nc2ccsc2c(=O)n1CC1CCC(C(=O)O)CC1)c1ccc(F)cc1 (configuration not stated)	9	14	5	10	-0.9	1	7	-4	-5
CC(C)C1Nc2ccc(C(=O)NCCCN3CCOCC3)cc2NC1=O (configuration not stated)	3	-8	7	4	2.1	9	-6	-3	1
Cc1ccc(C2NC(=O)NC(O)(C(F)(F)F)C2C(=O)c2ccccc2)o1 (configuration not stated)	-4	30	-3	-2	-0.5	9	-4	0	-2
CC12CCC(=O)N1C(C(=O)Nc1ccc(F)c(F)c1F)CS2 (configuration not stated)	12	9	12	9	2.5	25	-26	-5	-2
Cc1ccc2c(c1)c(N=Nc1ccc([N+](=O)[O-])cc1)c(O)n2C	-9	0	6	18	73*	19	-2	-2	99*
Cc1ccc(NC(=S)/N=C(\N)Nc2nc(C)c3cc(C)ccc3n2)c(C)c1	32	48	6	50*	2.1	72*	0	-6	5

# Continuation:
Structure	TIM10 inh	tim23-1 inh	APJ antag	tim10-1 inh	UPR CHOP act	Mdm2 MdmX PPI	CXCR6 block	APJ agonist	XBP1 UPR activ
COc1ccccc1CN(C(=O)c1cnccn1)C(C(=O)NC1CCCCC1)c1cc(OC)c(OC)c(OC)c1 (configuration not stated)	13	11	-9	-22	1.6	-2	5	-3	-1
CC(C)c1ccccc1NC(=S)NC1CCN(Cc2ccccc2)CC1	-43	-11	1	-35	-0.3	15	2	-7	-1
CC(C)CNC(=O)CN(C1CCCCC1)S(=O)(=O)c1ccccc1	24	27	6	27	-1.4	14	-7	-5	-4
COc1ccccc1CNS(=O)(=O)c1c(C)[nH]c(C)c1C(=O)N1CCCC1	5	-14	-8	-13	-0.1	16	0	0	-2
CCCCOc1ccc(C(=O)NCc2ccccn2)cc1	-6	13	1	8	1.7	-14	-12	-1	4
Cn1nc(OC(=O)Nc2ccccc2)cc1C(F)(F)F	5	-16	7	-16	2.8	-14	x	0	-1
O=C(CN1C(=O)NC2(CCCC2)C1=O)OCc1ccc(Cl)cc1Cl	-3	11	7	-7	-0.6	17	-1	0	1
CCOc1ccc(NC(=O)N[C@@H](Cc2ccccc2)C(=O)O)cc1	8	1	-3	-16	0.8	-10	4	-1	-2

# (list continues)
Structure	TIM10 inh	tim23-1 inh	APJ antag	tim10-1 inh	UPR CHOP act	Mdm2 MdmX PPI	CXCR6 block	APJ agonist	XBP1 UPR activ
CCS(=O)(=O)N1CCC(C(=O)N2CCc3ccccc3C2)CC1	-8	6	-18	-25	0.0	7	-4	2	-4
CC(=O)Nc1ccc(NC(=O)CCCCCN2C(=O)c3ccccc3C2=O)cc1	6	-2	-5	3	-0.3	9	0	-3	0
O=C(CCS(=O)(=O)c1ccc(Br)s1)NCc1cccs1	6	15	20	12	0.0	-31	-6	-1	-2
CCCCCNC(=O)Cc1ccc(S(=O)(=O)N2CCOCC2)s1	-7	8	8	1	0.9	22	-17	-1	-2
N#Cc1ccccc1Cn1c(=O)n(-c2ccc(CC(=O)NCc3ccco3)cc2)c(=O)c2sccc21	-12	-7	-44	-4	-0.3	12	0	-1	-3
COc1ccc(S(=O)(=O)Nc2cc(OC)c(NC(=O)c3ccco3)cc2OC)cc1	31	26	5	29	1.7	3	-1	2	-6
CC1(c2ccc3c(c2)OCCO3)NC(=O)N(CC(=O)Nc2ccccc2F)C1=O (configuration not stated)	6	-4	7	10	-1.8	1	-7	13	-4
O=C(NCCN1C(=O)C2C3C=CC(C3)C2C1=O)Nc1ccccc1 (configuration not stated)	7	9	-2	13	0.1	-1	-2	-2	-1

# The listing continues:
# Values run as follows: TIM10 inh, tim23-1 inh, APJ antag, tim10-1 inh, UPR CHOP act, Mdm2 MdmX PPI, CXCR6 block, APJ agonist, XBP1 UPR activ
> Cc1cccc(CC2SC(N)=NC2=O)c1 (configuration not stated)
    3, -5, -3, 4, 1.4, -16, -10, 1, 3
> CCn1c(=O)n(CC)c2cc(N3CCCC3)c(NC(=O)c3cccc(Cl)c3)cc21
    29, 21, -6, -6, 1.1, 19, 3, 6, 4
> CC(C)c1ccc(NC2=CC(=O)CC(C)(C)C2)cc1
    17, 38, 2, 41*, -0.2, -42, -10, -3, 0
> COCCN(C(=O)COC(=O)CCOc1ccccc1)c1c(N)n(Cc2ccccc2)c(=O)[nH]c1=O
    -6, 4, -37, -15, -2.1, -17, -3, -5, 1
> COCC(=O)Nc1nnc(COc2ccccc2)s1
    -1, 27, 1, 21, -1.0, -27, 7, 2, 2
> O=c1[nH]oc(O)c1-c1ncc(C(F)(F)F)cc1Cl
    -11, 2, 15, 7, -1.5, -21, -4, -1, 2
> CN(C(=O)CSc1nnc(COc2ccccc2F)n1N)C1CCCCC1
    -3, 17, 14, 5, -1.3, 19, -10, -4, 1
> CCOC(=O)C(C)Oc1cccc2c(=O)n(CC(=O)NCCc3ccccc3)ccc12 (configuration not stated)
    -8, 6, 11, -5, 0.7, 1, 3, -6, -1
> COc1ccc(Br)cc1S(=O)(=O)NCCN1CCOCC1
    6, -2, 2, -11, 0.7, 19, 9, -3, -3
> O=C(CSc1nc2ccccc2c(=O)n1CCCN1CCOCC1)NC12CC3CC(CC(C3)C1)C2
    8, 21, 2, 20, 0.0, 23, 8, -5, 2

# The listing continues.
# Values run as follows: TIM10 inh, tim23-1 inh, APJ antag, tim10-1 inh, UPR CHOP act, Mdm2 MdmX PPI, CXCR6 block, APJ agonist, XBP1 UPR activ
> COc1cccc(CN2C(=O)[C@H]3Cc4c([nH]c5ccccc45)C(C)(C)N3C2=O)c1
    35, 31, -16, 45*, 1.1, 13, -20, 1, -1
> CCOC(=O)C1=C(C)N=C2SC(C)C(=O)N2C1c1ccc(C(=O)OC)cc1 (configuration not stated)
    1, 18, 14, 23, -1.3, -9, 9, -4, -3
> COc1ccc(CNS(=O)(=O)CCNC(=O)c2ccc(OC)cc2)cc1
    0, -5, -14, -18, 0.9, -29, 1, 8, 0
> O=c1cc(CO)oc(CN2CCN(CCO)CC2)c1O
    2, 95*, 6, 1, -0.6, 7, -7, -1, -4
> O=C1C2(CCC13COC(c1ccc(O)cc1)OC3)COC(c1ccc(O)cc1)OC2 (configuration not stated)
    8, 2, -8, 16, -1.3, -7, -5, 1, -3
> CN(C)C(=O)CCc1ccc2c3c([nH]c2c1)[C@]1(C)[C@@H](C(=O)N2CCCCC2)C[C@H](CC(=O)NCc2ccco2)C(=O)N1CC3
    -6, 30, x, 11, 1.8, 13, -2, x, 0
> COc1ccc(OCc2nnc(SCC(=O)NC3CC4CCC3C4)o2)cc1 (configuration not stated)
    2, 24, 15, 28, 3.4, 12, 3, 0, 0
> CC1=C(C(N)=O)C(c2ccccc2)n2nc(-c3cccs3)nc2N1 (configuration not stated)
    1, 16, 9, 7, -0.8, -15, 0, 1, -4

# Screening results as filed in PubChem.
